High-throughput results from PubChem.
14-3-3 PPI: 14-3-3 gamma protein interaction modulation | FP, 14-3-3gamma / TMR-pS259-Raf peptide binding | inhibition, % at 40 µM | 0.19% of 160,000 active | AID 422; in the data active = inhibition above about 30%;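 also: 0% = protein plus tracer without compound and 100% = blank with tracer alone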
Target sequence (P61981 whole entry, looked up): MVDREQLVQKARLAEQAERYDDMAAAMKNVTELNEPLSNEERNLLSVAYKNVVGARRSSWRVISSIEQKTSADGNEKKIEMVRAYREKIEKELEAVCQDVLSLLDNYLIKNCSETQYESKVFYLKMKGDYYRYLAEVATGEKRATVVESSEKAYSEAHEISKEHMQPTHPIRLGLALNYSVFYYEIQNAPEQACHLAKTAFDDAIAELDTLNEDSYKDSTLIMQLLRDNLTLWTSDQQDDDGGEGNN
* = called active by the depositor; & = joins results of further samples.

SMILES	14-3-3 PPI
COc1cccc(C2=NC(c3ccc(F)cc3)NC(c3ccc(OC)cc3O)C2)c1 (stereo not drawn)	-41
Cc1cc(Cl)ccc1OCC(=O)N1CCCCC1	-3
O=c1oc2c([N+](=O)[O-])cccc2cc1-c1nc(-c2ccccc2)cs1	-7
Cc1ccc(CCNC(=O)c2ccc(CS(=O)(=O)Cc3cccc(C)c3)o2)cc1	-2
Cc1nnc(N2CCOCC2)c2ccccc12	0
CCOc1ccc(-c2nnc3sc(COc4ccccc4)nn23)cc1	-1
COc1cccc(OCCn2c(C(F)(F)F)nc3ccccc32)c1	-7
CC(C)OC(=O)CSc1nnc(-c2cnccn2)n1-c1ccccc1	0
COc1cccc(C(=O)Nc2cccc(C)n2)c1	0
CN(C)CCCOC(=O)Cc1ccc(Cl)cc1	3
C=CCNC(=O)c1noc2c1CCc1ccccc1-2	-1
C1=CC2CC1CC2CN1CCN(C2CCCCCC2)CC1 (stereo not drawn)	2
CC(C)(C)NC(=O)C(c1ccccc1F)N(Cc1ccco1)C(=O)c1csnn1 (stereo not drawn)	-1
Cc1ccc(Cl)cc1NC(=O)C(Cc1ccccc1)N1C(=O)c2ccccc2C1=O (stereo not drawn)	0
CCc1cc(C)cc(OCC(O)Cn2c[n+](C)c3cc(C)c(C)cc32)c1 (stereo not drawn)	5
CCC(C)NC(=O)CN1C(=O)CSc2ccc(S(=O)(=O)N(CC)CC)cc21 (stereo not drawn)	-4
Cc1ccc2oc(=O)c3cnn(CC(=O)Nc4ccccc4N4CCN(C)CC4)c3c2c1	5
COCCCn1c2nc3ccccc3nc2c2c(=O)n(-c3ccccc3OC)c(C)nc21	9
Cc1cccc(NC(=O)c2cnn3c(C)cc(C)nc23)c1	-5
COc1ccc(Nc2nnc(-c3cc4cc(OC)ccc4oc3=O)s2)c(OC)c1	-11
CN(C)c1ccc(C=Nc2cc(-c3ccccc3)nn2-c2ccccc2)cc1	-12
Cc1ccc(NC(=O)CN(C)S(=O)(=O)c2cccs2)cc1F	2&-1
CCn1c(Cc2c(C)[nH]c3ccccc23)nnc1SCC(=O)Nc1ccc(C(C)=O)cc1	-3
CCOC(=O)C1=C(C)NC(SCC(=O)OC)=C(C#N)C1c1ccc(C(=O)OC)cc1 (stereo not drawn)	-8
CC1CCN(CCCNC(=O)c2cc(=O)[nH]c3ccc(S(=O)(=O)N4CCCC4)cc23)CC1	11
CC(=O)N1c2ccc(S(=O)(=O)N(C)CCC#N)cc2CC1C (stereo not drawn)	0
CCCC1=NN(C(=O)COc2ccccc2)C(O)(C(F)(F)F)C1 (stereo not drawn)	-3
O=C(O)c1ccc(-c2ccc(Br)cc2)o1	0
CCCOc1ccccc1C(=O)N(Cc1ccco1)C1CCS(=O)(=O)C1 (stereo not drawn)	-3
O=C(CSc1nccn1-c1ccccc1)Nc1ccccc1	-4
Cc1ccc(-n2nnnc2SC(C)C(N)=O)c(C)c1 (stereo not drawn)	-10
COc1cc(C2=NOC(C(=O)Nc3ccc(C(C)=O)cc3)C2)cc(OC)c1OC (stereo not drawn)	3
Nc1nc(N)c2sc3nc4c(cc3c2n1)CCC4	-7
CCn1cc(C(=O)NCCOC)c2cc(OC)c(OC)cc2c1=O	-11
O=C1c2cccnc2C(=O)N1c1ccc(I)cc1	-3
O=C(Nc1cc(C(F)(F)F)ccc1N1CCOCC1)c1ccco1	-2
O=C(NCCCN1CCOCC1)c1cccs1	-3
CCc1ccc(NCc2nc(-c3ccccc3)no2)cc1	-1
COc1ccc2c(c1)C(=O)N(c1ccccc1OC)C(=O)C2	-8
O=S(=O)(Nc1ccc(Cc2ccc(NS(=O)(=O)c3ccccc3)cc2)cc1)c1ccccc1	-56

Taken from above.
Reading for Cc1ccc(-n2nnnc2SC(C)C(N)=O)c(C)c1 (stereo not drawn) in 14-3-3 PPI: -10
Reading for O=c1oc2c([N+](=O)[O-])cccc2cc1-c1nc(-c2ccccc2)cs1 in 14-3-3 PPI: -7
Reading for O=C(Nc1cc(C(F)(F)F)ccc1N1CCOCC1)c1ccco1 in 14-3-3 PPI: -2
Reading for Cc1cc(Cl)ccc1OCC(=O)N1CCCCC1 in 14-3-3 PPI: -3
Reading for Cc1ccc(CCNC(=O)c2ccc(CS(=O)(=O)Cc3cccc(C)c3)o2)cc1 in 14-3-3 PPI: -2

(list continues)
SMILES	14-3-3 PPI
COC(=O)COc1ccc(S(=O)(=O)Nc2ccc(NC(C)=O)cc2)cc1	-7
CCOC(=O)c1sc(C)c2c1NC(c1ccccc1)NC2=O (stereo not drawn)	2
Cc1cc(C(O)(C(F)(F)F)C(F)(F)F)cc(C)c1O	0
COc1ccc(C(=O)Oc2ccc3c(=O)c(-c4ccccc4Cl)coc3c2)cc1OC	-2
COc1ccc(-c2nc3c(=O)n(C)c(=O)nc-3n(C)n2)cc1OC	-1
CCc1nnc(NC(=O)CSc2nccn2C)s1	-2
Cn1c(NC(=O)c2ccccc2Br)cc(=O)n(C)c1=O	-11
COc1cccc(C(=O)Cn2c(N3CCCCC3)nc3c2c(=O)n(C)c(=O)n3C)c1	1
CC(=O)Nc1ccc(S(=O)(=O)Nc2c(C)n(C)n(-c3ccccc3)c2=O)cc1	-10
COc1ccc(C2/C(=C(/O)c3ccccc3)C(=O)C(=O)N2C)cc1 (stereo not drawn)	-4
O=C1c2cc([N+](=O)[O-])cc3cc([N+](=O)[O-])cc(c23)C(=O)N1c1ccc(S(=O)(=O)NCc2ccccc2)cc1	-125
CC(=O)Oc1cccc(N2C(=O)c3ccc(C(=O)NCc4ccc(C(=O)O)cc4)cc3C2=O)c1	-13
COc1ccc(-n2c(SCC(=O)Nc3nccs3)nc3c(c2=O)SCC3)cc1	-10
COc1ccc(OC)c(-n2c(=S)[nH]c3cc(C(=O)Nc4ccc5c(c4)CCC5)ccc3c2=O)c1	-1
CC(C)OC(=O)c1c(NC(=O)COc2ccc(Cl)cc2)sc2c1CCCC2	-3
Cc1ccc(N2CCN(c3ccc(C)cc3)C2c2ccc(OCC(N)=O)cc2)cc1	-8
COc1ccc(N=Cc2c(O)c([N+](=O)[O-])cc3oc4c(c23)CCCC4)cc1	-173
Cc1ccc([N+](=O)[O-])cc1NC(=O)c1cccc([N+](=O)[O-])c1	-2
N#Cc1cc2c(nc1SCC(=O)O)CCCC2	4
c1ccc(-c2nc3c4ccccc4nc(N4CCN(c5ccccn5)CC4)n3n2)cc1	5
Cc1nn2c(c1-c1ccccc1)N=C(c1ccco1)CC2c1ccccc1 (stereo not drawn)	-47
COc1ccc(C)cc1-n1c(-c2ccncc2)n[nH]c1=S	5
CC(C)(C)n1nnnc1C(c1ccncc1)N1CCCCCC1 (stereo not drawn)	3
COc1ccc(CCn2c(=O)[nH]c3cc(C(=O)N4CCN(c5ccccc5)CC4)ccc3c2=O)cc1OC	1
Cc1ccc(NC(=O)c2cc(S(=O)(=O)NCc3ccccc3)ccc2F)cc1Cl	-2
Cn1nnnc1SCc1nc2ccccc2s1	-2
O=C(CSc1nc2ccccc2c(=O)n1C1CC1)Nc1cc(C(F)(F)F)ccc1Cl	-5
C=CCN1C(=O)C(O)(CC(=O)c2ccccc2)c2cc(Br)ccc21 (stereo not drawn)	-3
CCCCCCOC(=O)C1=C(C)NC(=O)NC1c1ccccc1 (stereo not drawn)	0
CCS(=O)(=O)Nc1cccc(C2=NN(S(C)(=O)=O)C(c3cccs3)C2)c1 (stereo not drawn)	-232
O=[N+]([O-])c1ccc(-c2csc(SCC=Cc3ccccc3)n2)cc1	-4
COc1ccc(OC)c(Nc2nc(-c3cccc(NC(=O)c4ccccc4)c3)cs2)c1	3
COc1ccc(C2C(C(=O)OC3CCCCC3)=C(C)Nc3nnnn32)c(OC)c1OC (stereo not drawn)	-5&-2
CCC(=O)N1CCc2cc(S(=O)(=O)CCC(=O)N(CC)c3ccccc3)ccc21	12
Cc1nnc(SCC(=O)N(C)Cc2ccccc2)[nH]c1=O	-5
CCOc1cc2[nH]c(=O)n(Cc3ccc(Cl)cc3)c(=O)c2cc1OCC	-2
COc1ccc(OC)c(C2NC(=S)NC(C)=C2C(=O)OCC(C)C)c1 (stereo not drawn)	-25
CCCN(c1ccc(C(=O)OC)cc1)S(=O)(=O)c1ccccc1	-4
COc1cc(OC)cc(C(=O)NCC2CCCO2)c1 (stereo not drawn)	-18&-3
O=C(OC(=Cc1nccn1Cc1ccccc1Cl)c1ccc([N+](=O)[O-])cc1)c1ccc([N+](=O)[O-])cc1	-7

A draw from above in order of heavy-atom count, descending:
SMILES	14-3-3 PPI
O=C(CSc1nc2ccccc2c(=O)n1C1CC1)Nc1cc(C(F)(F)F)ccc1Cl	-5
Cc1nn2c(c1-c1ccccc1)N=C(c1ccco1)CC2c1ccccc1 (stereo not drawn)	-47
CCS(=O)(=O)Nc1cccc(C2=NN(S(C)(=O)=O)C(c3cccs3)C2)c1 (stereo not drawn)	-232

Among those listed so far, 2 have a tert-butyl group:
SMILES	14-3-3 PPI
CC(C)(C)NC(=O)C(c1ccccc1F)N(Cc1ccco1)C(=O)c1csnn1 (stereo not drawn)	-1
CC(C)(C)n1nnnc1C(c1ccncc1)N1CCCCCC1 (stereo not drawn)	3

Remaining list, next part.
SMILES	14-3-3 PPI
CCOC(=O)COc1cc2occ(-c3cscn3)c(=O)c2cc1C	8
Cn1c(=O)c2c(nc(NC3CCCCC3)n2Cc2ccccc2Cl)n(C)c1=O	-15
CCN1C(=Cc2ccc3ccccc3[n+]2CC)C=Cc2ccccc21	-412
O=C1CCCc2c1cc(C(=O)Nc1ccccc1)c(=O)n2-c1ccccc1	-1
Cc1nc2nc(-c3cccnc3)nn2c(C)c1Cl	-9
O=C(NCCc1ccccc1)C1CC(=O)N(C2CCCCCC2)C1 (stereo not drawn)	-9
O=[N+]([O-])c1ccc2nc(-c3ccccc3)c(-c3ccccc3)nc2c1	-2
CCOC(=O)c1ccccc1NC(=O)C1c2ccccc2C(=O)N(C2CCCCC2)C1c1ccc(OC)cc1 (stereo not drawn)	-2
CCc1nc(N)c(C#N)c(-c2ccc(OC)c(OC)c2)c1C	-6
Cc1ccc(C)c2[nH]c(=O)c(CN(Cc3ccc4c(c3)OCO4)Cc3nnnn3Cc3ccco3)cc12	-8
O=C(CN1C(=O)CNC1=O)Nc1cccc(C(F)(F)F)c1	2
CC(C)Oc1cc2oc(=O)c3c(c2cc1Cl)CCC3	-12
CCN(CC(=O)NC1CCCC1)S(=O)(=O)c1ccc(C)cc1	0
CCOc1ccc(S(=O)(=O)Nc2c(C)n(C)n(-c3ccccc3)c2=O)c2cccnc12	2
Cn1c2ccccc2c2c(C(=O)NCCN3CCOCC3)cn(C3CCCCC3)c(=O)c21	-7
COc1ccc(C(=O)Nc2ccc(S(=O)(=O)Nc3cc(C)nc(C)n3)cc2)c(OC)c1	-3&2
O=C(CCN1CCc2ccccc2CC1)c1ccc2c(c1)OCCO2	-5
Cc1cccc(Nc2nc(-c3c(C)nc4cc(C)ccn34)cs2)c1	-12
O=C1CCCC2=C1C(c1ccccc1)CC(=O)N2c1ccccc1 (stereo not drawn)	1
Cc1ccc(Cn2c(=O)n(Cc3ccco3)c(=O)c3ccccc32)cc1	-4
O=C(Nc1cccc(F)c1)c1c(F)c(F)c(F)c(F)c1F	6
CC(C)(O)C#Cc1ccc(C(=O)NCc2cccnc2)cc1	-4
c1cc(CN2CCCCC2)cc(OCCCNc2nc3ccccc3s2)c1	2
Cc1ccc(C(=O)NC2CCS(=O)(=O)C2)cc1S(=O)(=O)N1CCCCC1 (stereo not drawn)	0
Cc1cc(=O)oc2sc3c4ccccc4ccc3c12	-55
CC(C)Cc1ccc(S(=O)(=O)N2CCN(C(=O)c3ccco3)CC2)cc1	-7&-3
Cc1ccc(-n2c3c(cc(C(=O)Nc4cccc(C)n4)c2=O)C(=O)CCC3)cc1	-3&-24
O=C(CSc1nc2ccccc2[nH]1)NCc1ccco1	2
CCC(=NC1CC(C)(C)NC(C)(C)C1)C1=C(O)CC(C)(C)CC1=O	-3
Cc1cc(C)nc(/N=C(\N)N2CCCCCC2)n1	-4
O=[N+]([O-])c1ccc(N2CCCC(O)C2)c(C(F)(F)F)c1 (stereo not drawn)	-8
CC(=O)N1c2ccccc2NC(=O)C1CC(=O)Nc1cccc([N+](=O)[O-])c1 (stereo not drawn)	9
O=C1c2ccccc2C(=O)c2cc(S(=O)(=O)NCc3cccnc3)ccc21	-5
CCCC1CCC(c2nc(-c3ccc([N+](=O)[O-])cc3)no2)CC1 (stereo not drawn)	3
Cn1c(-c2cccnc2)n[nH]c1=S	-4
COc1ccc(CC(=O)Nc2ccc(-c3noc(-c4ccc(F)cc4)n3)cc2)cc1	1
Oc1ccccc1C=Nc1cc(C(F)(F)F)ccc1Oc1cccc(F)c1	0
CC(NS(=O)(=O)c1ccc2c(c1)c(=O)n(C)c(=O)n2C)c1ccccc1 (stereo not drawn)	-2
COc1ccccc1NC(=O)CCn1c(=S)[nH]c2ccccc2c1=O	9
C=CCN(CC=C)S(=O)(=O)c1ccc(C(=O)N=c2sc3cc([N+](=O)[O-])ccc3n2C)cc1	-9
Cc1c(C2(O)C(=O)Nc3ccc(F)cc32)c(=O)n(-c2ccccc2)n1C (stereo not drawn)	-10
CC(C)c1ccc(NS(=O)(=O)c2ccc3[nH]cc(C(=O)NCc4ccccc4Cl)c(=O)c3c2)cc1	-12
Cc1cc(O)c(S(=O)(=O)c2ccc(Cl)cc2)c(C)c1NS(=O)(=O)c1ccccc1	0
O=C(Oc1ccccc1Cl)c1cccc(S(=O)(=O)N2CCOCC2)c1	0
O=C(Nc1ccc(Br)cc1)C(Cc1ccccc1)NS(=O)(=O)c1cccs1 (stereo not drawn)	-5
CCCCCOC(=O)Cn1c(N2CCCCCC2)nc2c1c(=O)[nH]c(=O)n2C	4&1
O=C(CSc1nc(-c2ccccc2)cc(-c2ccccc2)n1)NC1CCCCC1	-8
Brc1ccc(-c2ccnc3ncnn23)cc1	3
O=C(N1CCOCC1)N1CCCC(c2nc(-c3cccs3)no2)C1 (stereo not drawn)	7
OCCn1c(CSc2nc3ccccc3n2CCO)nc2ccccc21	-1&-17
OC1CSc2sc(=S)sc2SC1	-6

Among those listed so far, 5 contain bromine:
SMILES	14-3-3 PPI
O=C(O)c1ccc(-c2ccc(Br)cc2)o1	0
Cn1c(NC(=O)c2ccccc2Br)cc(=O)n(C)c1=O	-11
C=CCN1C(=O)C(O)(CC(=O)c2ccccc2)c2cc(Br)ccc21 (stereo not drawn)	-3
O=C(Nc1ccc(Br)cc1)C(Cc1ccccc1)NS(=O)(=O)c1cccs1 (stereo not drawn)	-5
Brc1ccc(-c2ccnc3ncnn23)cc1	3

The list is partial; the hit share may differ from the screen's.
